High-throughput results deposited in PubChem BioAssay by several laboratories.
SR-BI DiI inh – blocks mouse SR-BI lipid uptake from DiI-HDL. ldlA[mSR-BI] CHO cells, DiI-HDL uptake fluorescence, 3 h. hit rate 0.96% among 320,000. inhibition, % at 12.5 µM. Q61009;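 active means mean replicate inhibition of at least 70% and a set share of replicates each scoring 70 or more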;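 further: 0% = median of neutral control wells and 100% = median of positive control wells; values of inactives mirror those of a sister screen read the other way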
dFosB activator – enhances mouse delta FosB homodimer DNA binding | activation, % at 25 µM | hit rate 0.99% among 340,000 | purified delta FosB, TAMRA-CDK5 oligo fluorescence polarization; percent of positive-control signal above neutral wells | AID 493131;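 active means mean activation above about 17%, with every replicate also reaching it, limit read from the data, passing the limit was not always enough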;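 further: fluorescence polarization rise as delta FosB binds a TAMRA Cdk5 AP-1 oligo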
NSD2 HMT inh – blocks human histone methyltransferase NSD2 | O96028 | NSD2 peptide methylation, AlphaScreen, 120 min | inhibition, % at 12.5 µM | hit rate 0.54% among 310,000; in the data active means inhibition above about 50%
HTR5A inv ag – inverse agonist of human HTR5A in OPRM1-OPRD1 counter-screen; hit rate 0.083% among 340,000; HTR5A cell line, luminescence, inverse agonism; inhibition, % at 9.3 µM; in the data active means inhibition mostly above about 23%, no sharp cut-off; inactive means mostly below about 18%;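 further: 0% = cells with DMSO and 100% = no-cell wells with DMSO; some compounds called inactive have numbers as strong as hits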
Target sequence (P47898 whole entry, looked up): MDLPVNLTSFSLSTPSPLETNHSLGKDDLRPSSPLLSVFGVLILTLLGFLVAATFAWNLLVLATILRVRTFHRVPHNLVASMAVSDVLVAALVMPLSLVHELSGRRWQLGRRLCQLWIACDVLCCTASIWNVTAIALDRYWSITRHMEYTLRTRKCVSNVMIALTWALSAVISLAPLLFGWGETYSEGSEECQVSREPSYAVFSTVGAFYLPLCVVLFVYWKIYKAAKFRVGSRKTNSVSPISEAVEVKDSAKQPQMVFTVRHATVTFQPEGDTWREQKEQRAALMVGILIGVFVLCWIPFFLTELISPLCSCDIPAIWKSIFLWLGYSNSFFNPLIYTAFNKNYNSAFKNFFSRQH
CDK5 inh – CDK5/p35 (human) kinase inhibition; inhibition, % at 10 µM; hit rate 0.01% among 330,000; Recombinant CDK5/p35, ADP-Glo luminescence, 60 min; Q00535+Q15078;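 active means highest replicate inhibition of at least 50% and at least 75% of replicates reaching 50%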;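 further: plate controls were DMSO neutral control for no effect and GW8510 at 10 µM for full effect; many of its hits are not listed in these tables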
Target sequence (Q00535 whole entry, looked up): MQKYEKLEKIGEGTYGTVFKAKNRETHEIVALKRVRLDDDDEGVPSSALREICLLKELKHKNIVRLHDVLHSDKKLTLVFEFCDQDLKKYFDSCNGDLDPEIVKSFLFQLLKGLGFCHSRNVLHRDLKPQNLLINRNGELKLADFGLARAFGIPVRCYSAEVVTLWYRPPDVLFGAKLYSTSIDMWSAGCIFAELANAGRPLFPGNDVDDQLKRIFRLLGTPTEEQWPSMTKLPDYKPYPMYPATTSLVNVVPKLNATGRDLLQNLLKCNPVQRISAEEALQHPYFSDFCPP
Target sequence (Q15078 whole entry, looked up): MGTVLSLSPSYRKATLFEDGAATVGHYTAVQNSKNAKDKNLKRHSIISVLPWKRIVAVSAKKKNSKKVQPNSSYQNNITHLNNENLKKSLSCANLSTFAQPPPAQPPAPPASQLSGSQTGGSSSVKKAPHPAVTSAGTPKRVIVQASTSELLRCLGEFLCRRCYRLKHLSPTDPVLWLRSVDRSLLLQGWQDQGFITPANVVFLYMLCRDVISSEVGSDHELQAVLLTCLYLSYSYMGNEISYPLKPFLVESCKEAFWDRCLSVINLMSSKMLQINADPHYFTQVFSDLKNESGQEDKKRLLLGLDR
PvdQ acylase – P. aeruginosa PvdQ acylase inhibition. purified PvdQ acylase, fluorescence plate reader. inhibition, % at 10 µM. hit rate 0.063% among 340,000. AID 488965; in the data active means inhibition above about 30%, passing the limit was not always enough;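 further: 0% = vehicle neutral wells and 100% = reference inhibitor wells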
Wnt act – Wnt/beta-catenin pathway activation. Wnt/beta-catenin reporter cell assay, activator, plate reader. activation, % at 9.35 µM. hit rate 1.2% among 300,000; in the data active means activation above about 30%, passing the limit was not always enough;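 further: 0% = neutral control wells and 100% = positive control wells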
HTR5A ag ctr – counter-screen for OPRM1-OPRD1 agonists: human HTR5A agonism. P47898. HTR5A agonist assay, luminescence, cell-based. activation, % at 9.3 µM. hit rate 0.61% among 340,000. AID 504692; in the data active means activation mostly above about 9.5%, no sharp cut-off; inactive means mostly below about 7.6%;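 further: 0% = cells with vehicle only and 100% = reference agonist; strong numbers were not always called active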
V-ATPase pHluor – regulators of yeast V-ATPase proton transport | S. cerevisiae, pHLuorin cytosolic pH fluorescence | response, % at 10 µM | hit rate 0.37% among 350,000 | AID 504577; in the data active means response mostly above about 7.3%, no sharp cut-off; inactive means mostly below about 5.4%; further: actives read high; inactives centre near 0; some compounds called inactive have numbers as strong as hits; reference of the scale not given here
MITF act – increases MITF-driven TRPM1 promoter luciferase signal; SK-MEL-5 TRPM1-promoter luciferase, 24 h; % of positive control, neutral wells = 0; activation, % at 12.5 µM; hit rate 0.75% among 300,000;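 active means mean activation of at least 80% with every replicate also reaching 80%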;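 further: 0% = neutral control wells and 100% = parthenolide positive control wells; values of inactives mirror those of a sister screen read the other way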
Starred values were filed as active, the others as inactive; . = no result given.

SMILES	SR-BI DiI inh	dFosB activator	NSD2 HMT inh	HTR5A inv ag	CDK5 inh	PvdQ acylase	Wnt act	HTR5A ag ctr	V-ATPase pHluor	MITF act
COc1ccc(C(=O)NCC(=O)N/N=C/C(C)=C/c2ccco2)cc1OC	85*	7	2	6	0.5	13	.	-2	2	3
Cc1ccc(C(=O)CSc2nc(-c3ccccc3)cc(=O)[nH]2)cc1	-2	-12	-7	5	-0.9	-13	0	-2	3	-5
CNC(=O)CSc1nc2cccnc2n1C1CCCCC1	-12	-2	1	-21	-1.9	-23	1	6	0	.
CCCOc1ccc(C=Nc2ccc(OC)c(S(=O)(=O)N3CCOCC3)c2)c(O)c1	-7	-6	1	14	0.2	12	-1	-6	-4	-3
CC(C)CCOc1ccc(C2(C)NC(=O)N(CN3CCOCC3)C2=O)cc1 (centres undefined)	2	2	.	-4	-1.8	10	.	2	1	-7
COc1cc(N2CCCC2)ccc1C=O	11	-1	3	-39	-0.3	6	0	-5	1	2
NS(=O)(=O)c1ccc(NC(=O)COC(=O)Cc2ccc(Cl)cc2)cc1	-2	7	-2	11	0.9	-8	-4	-4	2	-3
COc1ccc(NC(=O)c2cc(S(=O)(=O)N3CCOCC3)ccc2C)cc1S(=O)(=O)N1CCOCC1	-12	-1	-1	-5	0.0	0	2	1	-3	-3
CC(C)c1ccc(NC(=O)c2ccccc2NC(=O)C2CC=CCC2C(=O)O)cc1 (centres undefined)	-8	-1	-1	0	-2.0	-6	15	0	-2	47
COc1ccc(N(C(=O)c2ccccc2OC(C)=O)C(C)C2CC2)cc1 (centres undefined)	-16	0	1	-14	0.2	-7	-4	5	-2	.
COc1ccc(OC)c(NC(=O)c2sc3nc(Cc4ccccc4)cc(C(F)(F)F)c3c2N)c1	71*	8	0	-12	-1.1	-14	-2	2	-2	-3
CC1Oc2ccccc2C=C1C1/C(=C(/O)c2ccccc2)C(=O)C(=O)N1CCCN(C)C (centres undefined)	.	-2	8	7	0.5	-10	.	3	-2	-9
CC1(C)CC(NS(=O)(=O)c2cccc3ccccc23)CC(C)(C)N1	2	-8	-3	-14	-1.0	-24	-2	0	-5	3
CCCC(NC(=O)C(C)Sc1nnnn1C1CC1)c1ccccc1 (centres undefined)	6	-3	-4	-6	-2.9	2	-4	3	-5	-2
CCn1c(SCC(=O)N2CCCCC2C)nc2c1c(=O)n(C)c(=O)n2C (centres undefined)	.	-2	47	-9	-8.0	-5	-3	3	1	.
CC(=O)Nc1cc(C(=O)N2CCOCC2)ccc1S(=O)(=O)c1ccc(C)cc1	-2	9	-2	29	-1.4	-10	.	-11	2	10
CCC1CCCCN1CCCNC(=O)CCCNC(=O)Cn1cnc2sc3c(c2c1=O)CCCC3 (centres undefined)	-10	-5	.	4	-2.5	-14	-2	-1	2	-7
O=C(N/N=C/c1ccc(Cl)c([N+](=O)[O-])c1)c1cc(-c2ccccc2)nc2ccccc12	22	14	-2	-2	-0.2	3	1	1	0	0
COc1ccc(-c2nc(C#N)c(N3CCC(C(N)=O)CC3)o2)cc1OC	3	-11	-1	17	-0.3	22	.	-1	-2	.
O=C(Cn1c(=O)c2c(ncn2Cc2ccccc2)n(Cc2ccccc2)c1=O)NC1CC1	0	6	-1	-19	-1.2	-12	.	-1	1	4
O=C1C(Cl)=C(NCC2CCCO2)C(=O)N1c1ccccc1 (centres undefined)	-8	2	2	10	-2.7	-4	6	5	-1	.
Cc1ccc(Cc2c[nH]c(=S)s2)cc1	-4	-3	3	3	6.7	4	-1	-6	0	7
O=C(CSc1nnc(Cc2cccs2)n1Cc1ccco1)Nc1ccc(Cl)cc1Cl	9	5	1	1	-0.4	-12	.	-1	0	.
CSc1cccc(NC(=O)CCn2c(=O)c3cccn3c3cccnc32)c1	77*	-2	-5	8	-0.2	-6	1	-2	0	0
NC(=S)Nc1ncc(C(F)(F)F)cc1Cl	-11	0	-1	-1	0.0	7	-1	0	2	5

Four entries from above, field by field.
> O=C(N/N=C/c1ccc(Cl)c([N+](=O)[O-])c1)c1cc(-c2ccccc2)nc2ccccc12
  SR-BI DiI inh: 22
  dFosB activator: 14
  NSD2 HMT inh: -2
  HTR5A inv ag: -2
  CDK5 inh: -0.2
  PvdQ acylase: 3
  Wnt act: 1
  HTR5A ag ctr: 1
  V-ATPase pHluor: 0
  MITF act: 0
> COc1ccc(-c2nc(C#N)c(N3CCC(C(N)=O)CC3)o2)cc1OC
  SR-BI DiI inh: 3
  dFosB activator: -11
  NSD2 HMT inh: -1
  HTR5A inv ag: 17
  CDK5 inh: -0.3
  PvdQ acylase: 22
  Wnt act: .
  HTR5A ag ctr: -1
  V-ATPase pHluor: -2
  MITF act: .
> O=C(Cn1c(=O)c2c(ncn2Cc2ccccc2)n(Cc2ccccc2)c1=O)NC1CC1
  SR-BI DiI inh: 0
  dFosB activator: 6
  NSD2 HMT inh: -1
  HTR5A inv ag: -19
  CDK5 inh: -1.2
  PvdQ acylase: -12
  Wnt act: .
  HTR5A ag ctr: -1
  V-ATPase pHluor: 1
  MITF act: 4
> O=C1C(Cl)=C(NCC2CCCO2)C(=O)N1c1ccccc1 (centres undefined)
  SR-BI DiI inh: -8
  dFosB activator: 2
  NSD2 HMT inh: 2
  HTR5A inv ag: 10
  CDK5 inh: -2.7
  PvdQ acylase: -4
  Wnt act: 6
  HTR5A ag ctr: 5
  V-ATPase pHluor: -1
  MITF act: .

Back to the main list; the two compounds before the break are reprinted first.
SMILES	SR-BI DiI inh	dFosB activator	NSD2 HMT inh	HTR5A inv ag	CDK5 inh	PvdQ acylase	Wnt act	HTR5A ag ctr	V-ATPase pHluor	MITF act
CSc1cccc(NC(=O)CCn2c(=O)c3cccn3c3cccnc32)c1	77*	-2	-5	8	-0.2	-6	1	-2	0	0
NC(=S)Nc1ncc(C(F)(F)F)cc1Cl	-11	0	-1	-1	0.0	7	-1	0	2	5
COC(=O)CSCC(=O)Nc1cc2c(cc1C(C)=O)OCO2	5	2	-1	10	0.9	-8	.	-3	3	-4
CCOC(=O)C(Cc1ccccc1)NS(=O)(=O)c1ccc(NC(C)=O)cc1 (centres undefined)	-12	-6	.	-1	-1.6	-5	.	3	3	0
O=C(Nc1nc(-c2ccc(Cl)cc2)cs1)C1CCCO1 (centres undefined)	7	-8	-4	-13	-0.1	-9	65*	1	-4	51
CCOC(=O)c1c(SC)[nH]c2c(Cl)cccc2c1=O	-34	5	1	-20	0.2	-7	0	-1	-1	.
Cc1ccc(C)c(SCC(=O)NNC(=O)c2ccccc2)c1	10	-3	0	-3	-0.4	-10	-3	-4	4	-6
O=C(Oc1cccc(-n2cnnn2)c1)c1ccccc1	-23	1	-1	0	1.2	0	-1	0	-3	1
COCCCNC(=O)CC(NS(=O)(=O)c1ccc(C)cc1)c1ccc(OC)cc1 (centres undefined)	-15	-3	0	-2	0.9	-8	-2	1	-1	0
CC(=O)c1ccc(S(=O)(=O)N2CCCC2)cc1	-2	-3	2	14	-2.0	10	.	-1	3	5
CC(C)(C)c1cc(NC(=O)c2cc(F)c(F)c(F)c2F)no1	-13	-9	-1	1	-1.4	-5	.	0	-3	22
CCC(=O)N(CCc1ccccc1C)Cc1cc2ccc(C)cc2[nH]c1=O	-4	-4	-2	3	-0.9	6	0	-1	-1	.
Cc1ccc(CNC(=O)Cn2nnc(C(=O)Nc3ccc(Br)cc3)c2N)cc1	59	-3	1	-3	0.6	-8	-4	4	3	13
O=C(NC1CCCCC1)c1cc(-c2ccc(F)cc2)on1	.	1	25	11	-1.1	9	-3	-4	-3	.
Cn1c(=O)n(CCOc2ccc([N+](=O)[O-])cc2)c2ccccc21	15	5	-1	12	-4.2	-2	5	-1	-1	.
COc1ccc(CC(=O)Nc2c(C(=O)N3CCN(c4ncccn4)CC3)oc3ccccc23)cc1	1	-5	-1	-5	1.0	-5	-2	0	1	-4
O=C(COc1cccc(Cl)c1)NCc1ccccc1	-18	4	-1	-20	-2.0	-6	-2	6	-6	.
COc1ccc(NC(=O)C(=O)NCC(c2ccco2)N2CCc3ccccc3C2)cc1 (centres undefined)	24	3	1	-4	1.0	-13	-2	3	1	-9
COc1ccc(CN2CCC(N3CC(C)OC(C)C3)CC2)c(OC)c1 (centres undefined)	0	-7	1	-3	0.4	-6	-1	1	0	-3
C=CCc1ccc(OCCCNC2CCCC2)c(OC)c1	1	-3	4	-3	-6.0	-20	3	-2	2	.
CC(NC(=O)c1ccco1)C1COc2ccccc2O1 (centres undefined)	-17	-4	-1	-12	-1.0	4	.	-3	2	-4
COc1cc2oc(=O)cc(-c3ccc(-c4ccc(OC(F)(F)F)cc4)cc3)c2c(OC)c1OC	0	0	.	2	2.2	-11	0	-1	-3	16
O=C(OCCOc1ccccc1Cl)c1cc(S(=O)(=O)N2CCCCC2)ccc1N1CCOCC1	-9	-11	-1	2	0.1	-12	-4	-1	0	-11
O=C(O)C1CCC(Cn2c(SCc3cc(=O)n4ccccc4n3)nc3ccsc3c2=O)CC1 (centres undefined)	-6	2	0	32	-0.6	-5	2	2	-1	-11
CCOC(=O)c1c(NC(=O)OC)sc(C(=O)N(C)C)c1C	18	-3	0	14	-0.2	10	.	3	1	18
OC(CNC1CCCCC1)CNC1CCCCC1	-33	-2	-5	10	-0.5	-13	-7	-1	2	3
Cc1ccc(S(=O)(=O)Nc2ccc3c(c2)CCC3)cc1C	6	-8	2	3	.	-16	-5	0	-2	-8
Continuation.
SMILES	SR-BI DiI inh	dFosB activator	NSD2 HMT inh	HTR5A inv ag	CDK5 inh	PvdQ acylase	Wnt act	HTR5A ag ctr	V-ATPase pHluor	MITF act
COc1ccc2nc(N3C(=O)/C(=C/c4ccccc4)NC3=S)sc2c1	-8	-11	5	8	0.4	-6	1	-5	2	0
O=C(OCCN1CCCCC1)c1ccc(O)cc1	-13	-8	-1	13	-4.6	-10	.	4	-1	-1
C1CN(CC23CC4CC(CC(C4)C2)C3)CCO1	-13	0	-5	-27	0.3	8	0	11	4	3
CN(C)c1ccc(C(C(=O)NC2CCCC2)N(Cc2cccnc2)C(=O)c2snc(C(N)=O)c2N)cc1 (centres undefined)	.	-10	2	-8	-5.8	-4	-2	3	-2	11
COc1cc(NC(=O)C2CC(c3ccc(Cl)cc3)=NO2)cc(OC)c1OC (centres undefined)	13	14	-1	0	2.2	-14	1	0	-1	.
CN(CCC1CCOCC1)C(=O)C1CCC(=O)N(CCc2ccccc2)C1 (centres undefined)	-23	2	-1	-4	-1.1	-5	1	-1	-3	3
O=C(COc1cnc2ccccc2n1)NCCC1=CCCCC1	-16	4	-3	12	-0.9	9	3	-2	-1	-9

Complete entries, looked up by structure. Screens in order: SR-BI DiI inh | dFosB activator | NSD2 HMT inh | HTR5A inv ag | CDK5 inh | PvdQ acylase | Wnt act | HTR5A ag ctr | V-ATPase pHluor | MITF act
`CN(CCC1CCOCC1)C(=O)C1CCC(=O)N(CCc2ccccc2)C1` (centres undefined) across the screens: -23 | 2 | -1 | -4 | -1.1 | -5 | 1 | -1 | -3 | 3
`CCC(=O)N(CCc1ccccc1C)Cc1cc2ccc(C)cc2[nH]c1=O` across the screens: -4 | -4 | -2 | 3 | -0.9 | 6 | 0 | -1 | -1 | .
`CCn1c(SCC(=O)N2CCCCC2C)nc2c1c(=O)n(C)c(=O)n2C` (centres undefined) across the screens: . | -2 | 47 | -9 | -8.0 | -5 | -3 | 3 | 1 | .
`Cc1ccc(C)c(SCC(=O)NNC(=O)c2ccccc2)c1` across the screens: 10 | -3 | 0 | -3 | -0.4 | -10 | -3 | -4 | 4 | -6
